# NRP1-CendR mod: modulators of CendR peptide binding to human neuropilin-1 | actives 0.85% (n = 360,000) | AID 602438 | inhibition, % at 25 µM | FAM-RPARPAR peptide binding to NRP-1, fluorescence polarization | O14786;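 active means inhibition or corrected inhibition above about 18%, plus a signal ratio from 0.5 to 1.5, limit read from the data, passing the limit was not always enough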; further: strong numbers were not always called active
# Neddylation inh: inhibitors of human cullin neddylation | calls only at 25 µM | TR-FRET cullin neddylation, biochemical | actives 0.58% (n = 360,000); in the data active means inhibition above about 36%
# Target sequence (P61081 whole entry, looked up): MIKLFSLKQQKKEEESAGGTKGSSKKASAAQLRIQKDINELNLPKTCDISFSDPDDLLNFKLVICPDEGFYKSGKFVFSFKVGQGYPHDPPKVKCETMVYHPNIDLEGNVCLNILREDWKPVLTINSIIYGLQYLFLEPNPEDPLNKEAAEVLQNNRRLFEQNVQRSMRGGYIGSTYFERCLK
# Target sequence (Q13564 whole entry, looked up): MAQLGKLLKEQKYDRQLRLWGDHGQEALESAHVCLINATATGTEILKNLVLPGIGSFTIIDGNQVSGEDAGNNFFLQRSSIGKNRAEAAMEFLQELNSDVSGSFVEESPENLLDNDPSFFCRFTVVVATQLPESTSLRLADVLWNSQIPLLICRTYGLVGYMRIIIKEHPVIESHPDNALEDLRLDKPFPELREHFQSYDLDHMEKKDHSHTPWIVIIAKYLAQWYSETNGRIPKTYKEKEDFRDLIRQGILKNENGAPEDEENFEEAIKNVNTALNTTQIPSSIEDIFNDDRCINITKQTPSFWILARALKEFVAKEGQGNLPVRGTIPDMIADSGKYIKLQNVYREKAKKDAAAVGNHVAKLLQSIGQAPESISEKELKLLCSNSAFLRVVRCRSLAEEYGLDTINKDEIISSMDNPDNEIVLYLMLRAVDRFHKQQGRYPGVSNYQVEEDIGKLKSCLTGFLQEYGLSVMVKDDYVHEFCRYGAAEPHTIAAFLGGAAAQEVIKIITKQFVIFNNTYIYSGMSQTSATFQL
# MsrA inhibitor: bovine MsrA inhibition; inhibition, % at 15.5 µM; actives 0.75% (n = 360,000); purified bovine MsrA, absorbance read-out; in the data active means inhibition above about 4.5%;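 further: 0% = vehicle wells with enzyme and 100% = reference inhibitor wells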
# FAS TE block: blocks the thioesterase domain of human fatty acid synthase; recombinant FAS-TE, OMFH fluorogenic substrate, fluorescence endpoint; inhibition, % at 15 µM; actives 0.67% (n = 360,000); AID 602261;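 active means compounds whose normalised, plate-corrected inhibition of enzyme fluorescence in the single-dose primary screen is 50% or more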;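 further: 0% = DMSO with enzyme and 100% = substrate without enzyme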
# SKN-1 inh: blocks SKN-1 activity in C. elegans; C. elegans VP596 Pgst-4::GFP/RFP ratio, acrylamide-induced, 24 h; inhibition, % at 21.8 µM; actives 0.49% (n = 360,000); AID 624304;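 active means interference check ratio from 0.5 to 1.5 plus GFP to RFP signal ratio inhibition reaching or exceeding a fixed threshold, cut at about 30% in these data, passing the limit was not always enough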; further: some compounds called inactive have numbers as strong as hits
# E coli Lon inh: E. coli protease La inhibition. actives 0.42% (n = 360,000). P0A9M0. inhibition, % at 7.94 µM. AID 602123. purified E. coli Lon protease, fluorescence polarization; in the data active means inhibition above about 13%, passing the limit was not always enough;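 further: 0% = enzyme with probe and DMSO and 100% = no enzyme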
# bovine MsrA act: bovine methionine sulfoxide reductase A activation | actives 0.3% (n = 360,000) | purified bovine MsrA, absorbance read-out | activation, % at 10.6 µM | AID 602163; in the data active means activation above about 7.5%;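 further: 0% = vehicle and 100% = reference activator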
# Rin1-Abl PPI inh: inhibitors of human Rin1-Abl protein interaction; TR-FRET Rin1/Abl binding, biochemical; actives 0.4% (n = 360,000); inhibition, % at 7.35 µM; AID 588664; P00519+Q13671; in the data active means inhibition above about 5%, passing the limit was not always enough
# MT1-MMP act inh: inhibitors of human MT1-MMP activation | AID 651647 | actives 0.061% (n = 360,000) | HT1080 RFP-PRO-GFP cells, GFP/RFP ratio fluorescence, overnight; percent of plate control window, DMSO zero | P50281 | GFP/RFP ratio change, % at 20 µM;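 active means GFP/RFP ratio change of at least 30% with cell ATP level not reduced by more than half and red fluorescence within 50% of control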; further: strong numbers were not always called active
#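 Assay system: HT1080 RFP-PRO-GFP cells | Dosing: 20 µM single dose, 1% DMSO | Incubation: Cells overnight before dosing, compound overnight, 37 °C, 5% CO2 | Evaluation: GFP/RFP fluorescence ratio | Control set: DMSO-only wells and HT1080 RFP-L50D-GFP cell wells as references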
# An asterisk follows results filed as active; i = inactive; . = no result given.
SMILES,NRP1-CendR mod,Neddylation inh,MsrA inhibitor,FAS TE block,SKN-1 inh,E coli Lon inh,bovine MsrA act,Rin1-Abl PPI inh,MT1-MMP act inh
CC[C@]12C(=O)N(C)C[C@H]([C@@H]3C(=O)N(C)C(=O)[C@@H]31)N2C(=O)c1ccc(C(C)(C)C)cc1,0,i,-1.5,-9,5,-3,-2,-2,0
COc1ccc(-c2c(-c3cc(OC)cc(OC)c3)n(C)c3ccc(-c4ccc(OC)cc4F)cc23)cc1,6,i,1.9,26,5,11,-11,6,1
CCN(CC)C(=O)CSc1nnc(-c2ccc(S(=O)(=O)N3CCOCC3)cc2)n1C,9,i,0.5,-8,7,2,3,-2,2
CCOc1ccc(S(=O)(=O)N2CCCC(C(=O)NCc3ccccn3)C2)cc1 (configuration not stated),-3,i,-0.8,1,6,-6,-6,-2,-1
COc1ccc(CC(=O)Nc2cc(S(=O)(=O)N3CCOCC3)ccc2N2CCOCC2)cc1OC,-12,i,0.9,-8,2,-1,-5,-3,-2
CS(=O)(=O)N1N=C(c2ccccc2)CC1c1cccs1 (configuration not stated),7,i,1.2,-5,-25,-3,5,2,5
COc1cc(-c2nc(CN(C)C(C)c3ccncn3)c(C)o2)ccc1F (configuration not stated),-6,i,2.4,-2,3,1,-1,-1,1
Cc1ccc(S(=O)(=O)Nc2cc(C)cn(Cc3ccccc3)c2=O)cc1,-43,i,0.8,-6,-5,-2,-3,0,0
Cc1c(C(=O)Nc2ccc(C(=O)O)cc2)cnn1C,3,i,0.1,-4,-3,-7,0,-1,3
O=C1COc2ccc(C(=O)CCl)cc2N1,8,i,2.5,-4,-3,-6,-5,-1,-1
Cc1ccc(OCC(=O)Nc2ccc(NC(=O)c3ccccc3)cc2)cc1C,-12,i,0.3,-2,1,1,-2,0,4
Cc1ccccc1NC(=O)C(C)OC(=O)CNS(=O)(=O)c1ccc(C#N)cc1 (configuration not stated),-6,i,-1.5,-4,-9,4,-1,4,1
CC(=O)NC1C(Oc2ccccc2C)OC(CO)C(O)C1O (configuration not stated),6,i,-0.7,-3,3,-4,1,-1,2
CN(C(=O)CSc1nc2ccccc2c(=O)n1C)C1CCS(=O)(=O)C1 (configuration not stated),1,i,0.7,-6,9,-2,-4,6,3
COc1cccc(NC(=O)CCS(=O)(=O)c2ccc3c(c2)oc(=O)n3C)c1,-2,i,0.1,-4,-4,-8,-5,-1,0

# Just SKN-1 inh, Neddylation inh and MT1-MMP act inh (2 entries from above):
molecule,SKN-1 inh,Neddylation inh,MT1-MMP act inh
O=C1COc2ccc(C(=O)CCl)cc2N1,-3,i,-1
Cc1ccc(OCC(=O)Nc2ccc(NC(=O)c3ccccc3)cc2)cc1C,1,i,4

# Compound profiles, as listed above. Order of values: NRP1-CendR mod | Neddylation inh | MsrA inhibitor | FAS TE block | SKN-1 inh | E coli Lon inh | bovine MsrA act | Rin1-Abl PPI inh | MT1-MMP act inh
# COc1cccc(NC(=O)CCS(=O)(=O)c2ccc3c(c2)oc(=O)n3C)c1 is entered as -2 | i | 0.1 | -4 | -4 | -8 | -5 | -1 | 0
# CN(C(=O)CSc1nc2ccccc2c(=O)n1C)C1CCS(=O)(=O)C1 (configuration not stated) is entered as 1 | i | 0.7 | -6 | 9 | -2 | -4 | 6 | 3
# CCN(CC)C(=O)CSc1nnc(-c2ccc(S(=O)(=O)N3CCOCC3)cc2)n1C is entered as 9 | i | 0.5 | -8 | 7 | 2 | 3 | -2 | 2
# COc1ccc(CC(=O)Nc2cc(S(=O)(=O)N3CCOCC3)ccc2N2CCOCC2)cc1OC is entered as -12 | i | 0.9 | -8 | 2 | -1 | -5 | -3 | -2
# COc1ccc(-c2c(-c3cc(OC)cc(OC)c3)n(C)c3ccc(-c4ccc(OC)cc4F)cc23)cc1 is entered as 6 | i | 1.9 | 26 | 5 | 11 | -11 | 6 | 1

# The results go on:
SMILES,NRP1-CendR mod,Neddylation inh,MsrA inhibitor,FAS TE block,SKN-1 inh,E coli Lon inh,bovine MsrA act,Rin1-Abl PPI inh,MT1-MMP act inh
Nc1ccc(C(=O)N/N=C\C=C\c2ccc([N+](=O)[O-])cc2)cc1,1,i,4.4,-1,-8,-4,-18,2,9
COc1ccccc1C(=O)NNC(=O)c1ccccc1Br,0,i,0.3,-7,-4,2,-3,4,-4
CCOc1cc([N+](=O)[O-])cc2c1C(=O)Nc1ccccc1O2,-89,i,1.8,-28,20,-27,-1,-2,-56
Nc1cc(Cl)ccc1CN1C(=O)c2ccccc2C1=O,-4,.,.,4,19,-4,-4,-1,0
CC(=O)c1ccc(OCC(=O)Nc2ccc3nc(C)sc3c2)cc1,-9,i,-1.0,2,-11,-1,-4,-2,4
Cc1nn(-c2ccccc2)c(C)c1P(=O)(c1ccccc1)N(C)C (configuration not stated),0,i,-1.0,-9,0,4,-5,4,0
Cc1c(C(=O)Nc2ccc(Cl)cc2)c2ccccn2c1C(=O)c1ccc(F)cc1,0,i,-0.3,20,-3,-4,-4,0,6
Cc1ccccc1CS(=O)(=O)Cc1ccc(C(=O)NCc2ccccn2)o1,18,i,-0.7,-5,-11,0,-7,2,0
NS(=O)(=O)c1cccnc1Nc1c(Cl)cccc1Cl,-4,i,0.1,-8,-13,1,-9,1,0
Cc1cccc(-c2nc3ccccc3c(=O)n2NC(=O)c2ccc([N+](=O)[O-])c(C)c2)c1,7,i,-0.6,6,7,5,-3,-4,-1
O=C(OCn1nnc2ccccc2c1=O)c1cccs1,-1,i,-0.1,-2,-2,-10,7,-1,7
CCOC(=O)N1N=C(C)CC1(O)c1ccccc1 (configuration not stated),0,i,0.2,-8,4,-6,2,-1,4
O=C(c1ccc(N2CCCCC2)c([N+](=O)[O-])c1)N1CCN(S(=O)(=O)c2ccccc2)CC1,1,i,-1.1,12,-8,-12,-2,-2,7
Cc1nn(Cc2ccc(Br)cc2)c(C)c1NC(=O)c1nn(C)cc1Cl,-9,i,-0.5,2,1,-4,-2,-3,-1
O=C(O)c1ccccc1Nc1ccnc(Cl)n1,-3,.,0.0,-4,5,-5,-6,-1,-3
O=C(COc1ccc(S(=O)(=O)NC2CCCCC2)cc1)NCc1cccnc1,-7,i,-0.9,-2,5,-7,-3,3,3
Cc1c(N2C(=O)CS/C2=N\N=C\c2ccc(Br)cc2)c(=O)n(-c2ccccc2)n1C,-1,i,2.3,-4,-8,-7,-1,-4,-2
COc1ccc(C(=O)NCc2nnc(SCC(=O)N3CCc4ccccc43)n2Cc2ccccc2)cc1,-2,i,2.6,11,4,-4,-4,1,1
N#C/C(=C\c1cccs1)C(=O)N1CCOCC1,-13,i,1.3,-8,4,-1,-5,-1,1
Cc1c(C(=O)N2CC[C@@H](N3CCC(O)CC3)[C@H](O)C2)[nH]c2ccc(Cl)cc12,-17,i,-0.1,-8,9,-9,1,5,-2
CCCCOc1ccc(/C(O)=C2/C(=O)C(=O)N(Cc3cccnc3)C2c2ccncc2)c(C)c1 (configuration not stated),0,i,2.0,-5,-5,-1,-3,-20,1
O=C(NNC1OC(CO)C(O)C(O)C1O)c1cccc(Br)c1 (configuration not stated),-10,i,-0.9,-7,-4,-2,-11,1,-4
COC(=O)c1ccc(/C=N/NC(=O)CC(=O)NC(C)C)cc1,-11,i,0.2,-5,-3,-4,-1,1,2
Cc1cc2cc(CN(Cc3ccco3)C(=S)NCC3CCCO3)c(=O)[nH]c2cc1C (configuration not stated),-10,i,2.6,5,3,-6,-6,4,0
O=C(Nc1ccc(C(=O)N2CCCCC2)cc1)c1ccccc1Br,-5,i,0.6,-1,10,-11,1,-3,-1
CCOC(=O)c1c(-n2c(C)cc(C=O)c2C)sc2c1CCCC2,4,i,2.7,11,11,10,-2,2,-5
COc1ccc(-c2[nH]nc3oc(=O)cc(C)c23)cc1,-9,.,1.4,-8,5,-2,-6,1,0
CC(C)C(=O)Nc1cc(S(=O)(=O)Nc2cccc(Cl)c2)ccc1Cl,-11,i,-0.4,10,-3,-6,-3,2,4
O=CN(Cc1ccccc1)c1cc([N+](=O)[O-])ccc1OCc1ccccc1,-1,i,0.7,30,7,-6,-4,3,-2
CC1(C(=O)Nc2ccc3c(c2)OCCO3)CSCC(=O)N1C1CC1 (configuration not stated),19,i,-1.3,.,3,.,.,.,5
Cc1c(Cc2ccccc2)c(=O)oc2cc(OCc3nn[nH]n3)ccc12,-11,.,2.2,7,2,-4,-4,-1,-4
CCCNc1c(NS(=O)(=O)c2ccc3c(c2)CCCC3)c(=O)oc2ccccc12,-3,.,.,0,8,-5,-3,2,2
COc1ccccc1OCCNC(=O)C(CCSC)NC(=O)c1ccccc1Cl (configuration not stated),10,i,-1.2,-9,-2,8,1,-1,2
COc1ccccc1C(=O)NCCNc1nc2cc(C)cc(C)c2cc1C#N,-2,.,-1.7,19,23,-8,-1,-2,5
COc1cccc(/C=C/C(=O)N(C)CC(=O)Nc2ccc(Cl)c(C(F)(F)F)c2)c1,4,i,-0.1,22,11,-8,-1,-2,-9
CCCC(=O)Nc1ccccc1-c1nnc(SCC)[nH]c1=O,-9,i,0.5,-6,5,3,-5,1,1
CC(C)COc1ccc(C2NC(=O)NC2=O)cc1 (configuration not stated),-7,i,0.3,-9,-16,-4,3,-3,4
CNc1oc(-c2ccccc2F)nc1S(=O)(=O)c1ccc(C)cc1,-1,i,0.5,8,-3,2,-6,-3,-2
O=C(NCc1ccc(Cl)cc1)C1CCN(C(=O)c2ccco2)CC1,-4,i,0.9,-4,13,1,-9,3,0
O=C(C1CCN(C2CC(=O)N(c3cccc(Cl)c3)C2=O)CC1)N1CCCCCC1 (configuration not stated),3,i,-0.6,1,23,-5,-12,4,1
COc1ccc(N(C(=O)c2cc3ccccc3oc2=O)C2C=CS(=O)(=O)C2)cc1 (configuration not stated),-4,i,0.4,-1,-4,13,-9,-1,1
Cc1cc(N2CCN(c3ccccn3)CC2)n2c(nc3ccccc32)c1C#N,-2,.,0.3,22,-13,-7,0,3,3
Cc1ccccc1C(=O)O/N=C(\N)c1ccncc1,9,i,0.0,-10,18,-1,-10,-1,7
CC(=O)c1ccc(OCc2nnn(CC(=O)NS(=O)(=O)c3ccc(C)cc3)c2-c2ccccc2)cc1,-18,i,-1.6,-3,-12,-10,-2,-1,-5
CCOC(=O)c1cc(=O)n(-c2ccc(Cl)cc2C)[nH]1,-6,i,1.7,-9,-2,5,-5,-1,0
CN(C)S(=O)(=O)c1cccc(NC(=O)c2cc([N+](=O)[O-])ccc2N2CCCCC2)c1,-4,i,1.4,59*,24,0,-5,5,1
COC(=O)C[C@H]1C[C@@H]2c3cc(NC(=O)NC4CCCC4)ccc3O[C@@H]2[C@@H](CO)O1,0,i,0.1,-6,14,5,-1,1,-1
O=C(Nc1cccc(/C=C/c2ccccn2)c1)c1ccc(-n2cncn2)c([N+](=O)[O-])c1,-1,i,0.1,-6,11,-2,1,-3,-3
CC1CCN(C(=O)c2ccc(S(=O)(=O)Cc3cccc(F)c3)c([N+](=O)[O-])c2)CC1,-3,i,-0.4,5,-2,10,-2,0,-7
CC(=O)Nc1ccc(NC(=O)C(Cc2ccccc2)NC(=O)C2CCC(C)CC2)cc1 (configuration not stated),-4,i,0.2,10,-2,-4,-2,-2,14
CC(C)c1ccccc1OCC(=O)NN1C(=O)c2ccccc2C1=O,-8,i,0.6,1,-2,-9,-2,0,3
CCCc1cc(NCCCN2CCOCC2)n2c(nc3ccccc32)c1C#N,1,.,1.1,-3,11,2,-2,-7,-1
COCCn1cc(C(=O)c2cc(Br)ccc2O)cc(C#N)c1=O,-27,i,1.6,7,20,-3,-3,2,-4
O=C(c1cnccn1)N1CCc2ccccc2C1,-9,i,1.2,-3,-2,-2,-2,-2,1
Cc1cccc(CNS(=O)(=O)c2ccc(-c3cnc(C4CC4)o3)cc2)c1,10,i,-0.7,16,17,-6,-1,-4,1
N=c1c(C(=O)NCCN2CCOCC2)cc2c(=O)n3ccccc3nc2n1CCCN1CCOCC1,6,.,0.6,-3,-1,0,-9,0,-6
O=[N+]([O-])/C=C/c1ccc2c(ccn2Cc2ccccc2)c1,-6,i,1.3,-6,-17,2,-9,0,2
O=[N+]([O-])c1ccc(/C=N/NS(=O)(=O)c2ccc(Cl)cc2)o1,-11,i,1.3,-5,5,-4,-6,-1,-2
